Assay outcomes deposited in PubChem by Broad Institute.
Wnt bcat act: activates Wnt/beta-catenin signaling in a reporter cell assay | activator, plate reader | activation, % at 9.35 µM | 300,000 compounds, 1.2% hits; in the data active means activation above about 30%, passing the limit was not always enough;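 further: 0% = neutral control wells and 100% = positive control wells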
NSD2 HMT inh: NSD2 (human) methyltransferase inhibition. O96028. NSD2 peptide methylation, AlphaScreen, 120 min. inhibition, % at 12.5 µM. 310,000 compounds, 0.54% hits; in the data active means inhibition above about 50%
Target sequence (O96028 whole entry, looked up): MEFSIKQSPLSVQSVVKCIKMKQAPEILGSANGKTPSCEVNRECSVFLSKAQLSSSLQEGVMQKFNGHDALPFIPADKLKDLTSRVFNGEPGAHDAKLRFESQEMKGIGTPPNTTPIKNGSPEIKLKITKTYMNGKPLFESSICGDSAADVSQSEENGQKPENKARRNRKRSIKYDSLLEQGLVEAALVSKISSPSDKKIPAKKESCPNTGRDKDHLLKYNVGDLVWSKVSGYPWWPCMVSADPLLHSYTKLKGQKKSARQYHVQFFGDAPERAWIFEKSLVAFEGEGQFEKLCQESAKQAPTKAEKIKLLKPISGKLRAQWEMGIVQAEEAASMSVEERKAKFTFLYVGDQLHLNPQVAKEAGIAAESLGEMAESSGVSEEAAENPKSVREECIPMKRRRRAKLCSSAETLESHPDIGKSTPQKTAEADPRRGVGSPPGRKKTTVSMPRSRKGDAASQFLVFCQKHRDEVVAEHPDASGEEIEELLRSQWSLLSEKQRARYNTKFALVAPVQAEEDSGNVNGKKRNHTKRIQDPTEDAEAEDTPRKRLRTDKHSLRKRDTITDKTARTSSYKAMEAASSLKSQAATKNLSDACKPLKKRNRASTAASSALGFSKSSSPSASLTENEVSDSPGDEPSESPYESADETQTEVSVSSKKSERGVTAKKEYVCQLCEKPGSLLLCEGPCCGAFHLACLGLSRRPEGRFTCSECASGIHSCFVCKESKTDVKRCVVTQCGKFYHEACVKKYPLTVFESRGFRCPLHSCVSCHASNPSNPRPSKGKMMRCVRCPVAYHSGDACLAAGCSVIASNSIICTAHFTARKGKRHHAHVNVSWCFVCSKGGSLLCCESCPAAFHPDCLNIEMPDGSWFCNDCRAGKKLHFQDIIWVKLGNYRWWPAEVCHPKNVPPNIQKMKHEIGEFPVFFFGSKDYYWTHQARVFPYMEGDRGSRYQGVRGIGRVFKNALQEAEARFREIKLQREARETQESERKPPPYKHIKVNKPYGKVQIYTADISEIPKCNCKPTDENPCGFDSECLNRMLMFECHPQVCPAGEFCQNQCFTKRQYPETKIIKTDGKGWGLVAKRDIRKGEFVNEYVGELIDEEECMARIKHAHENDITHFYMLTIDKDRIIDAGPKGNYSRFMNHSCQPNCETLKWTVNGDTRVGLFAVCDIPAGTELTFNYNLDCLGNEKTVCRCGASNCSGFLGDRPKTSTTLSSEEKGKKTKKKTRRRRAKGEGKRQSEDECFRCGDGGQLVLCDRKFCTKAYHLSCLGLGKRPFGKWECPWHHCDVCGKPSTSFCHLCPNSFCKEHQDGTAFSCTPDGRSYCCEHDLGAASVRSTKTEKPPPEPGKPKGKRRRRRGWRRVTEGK
Active calls of the source: *.

SMILES | Wnt bcat act | NSD2 HMT inh
Oc1ccc2ccccc2c1CNc1ccc(Br)cc1 | 1 | 0
CCOc1ccc(-c2cc(C(=O)Nc3ccc(C)c(NS(C)(=O)=O)c3)[nH]n2)c(C)c1 | -8 | 0
CC(=O)Nc1cc(-c2cccc(C(=O)N(C)C)c2)cn2c(-c3cccc(C(=O)N(C)C)c3)cnc12 | -1 | 4
Cc1cc(N2CCN(C(=O)OC(C)(C)C)C[C@H]2C)ccc1N1CCS(=O)(=O)CC1 | -2 | 2
CN(C)c1ccc(-c2ccnc3c2CC(C)(C(=O)NCC2CC2)O3)cc1 (centres undefined) | -1 | 9
COc1ccc(CC(N)c2csc(Nc3cnccn3)n2)cc1 (centres undefined) | -1 | 2
CC(C)Nc1ncnc2c1ncn2[C@H]1CN(Cc2ccncc2)C[C@@H](CO)O1 | -3 | -1
CCc1nc2ccc(C(=O)N(C)Cc3ccccc3)cn2c1N(CC)Cc1cccc(Br)c1 | -2 | 3
CN(C)CCCNc1nc2cc(-c3ccsc3)sc2c(=O)n1C | -3 | 0
Cc1ccc(CC2(C)C(=O)Nc3ccc(OC(F)(F)F)cc32)cc1 (centres undefined) | 0 | -2
CCc1nc2ccc(C(=O)NCCC(C)C)cn2c1N(CCN(C)C)CC1CC1 | 5 | 0
COC(=O)c1cc2c(c3c4cc(OC)ccc4n(S(=O)(=O)c4ccc(OC)cc4)c13)C(=O)N(Cc1ccc(C(F)(F)F)cc1)C2 | 2 | -1
CC(C)Oc1ccc(C(=O)N2CCC(CCC(=O)NC3CC3)CC2)cc1 | -1 | -2
O=C(NCc1cccs1)c1csc([C@@H]2C[C@H](O)[C@@H](CO)O2)n1 | 2 | -2
Nc1c(Cl)ncnc1N/N=C/c1ccccn1 | -2 | -4
CC(=O)Nc1ccc(C(=O)N2CCCCC2c2cc(C(=O)NCc3ccc(F)cc3)no2)cc1 (centres undefined) | -2 | 5
C=Cc1ccc(CC2(C)C(=O)Nc3ccc(Cl)cc32)cc1 (centres undefined) | -1 | -11
CCOC(=O)C1CCCN(C(=O)c2cc(-c3ccccc3)cs2)CC1 (centres undefined) | 1 | -3
CC1(Oc2ccc(Cl)cc2)CCN(Cc2cccn2-c2nccs2)C1 (centres undefined) | -2 | 4
CC(=O)Nc1ccc(-c2ccnc3c2CC(C)(C(=O)Nc2ccc(Cl)cc2)O3)cc1 (centres undefined) | 3 | -3

6 structures already listed, sorted by number of heavy atoms, largest number first.
SMILES | Wnt bcat act | NSD2 HMT inh
COC(=O)c1cc2c(c3c4cc(OC)ccc4n(S(=O)(=O)c4ccc(OC)cc4)c13)C(=O)N(Cc1ccc(C(F)(F)F)cc1)C2 | 2 | -1
CCc1nc2ccc(C(=O)N(C)Cc3ccccc3)cn2c1N(CC)Cc1cccc(Br)c1 | -2 | 3
CCc1nc2ccc(C(=O)NCCC(C)C)cn2c1N(CCN(C)C)CC1CC1 | 5 | 0
CC(C)Oc1ccc(C(=O)N2CCC(CCC(=O)NC3CC3)CC2)cc1 | -1 | -2
CCOC(=O)C1CCCN(C(=O)c2cc(-c3ccccc3)cs2)CC1 (centres undefined) | 1 | -3
COc1ccc(CC(N)c2csc(Nc3cnccn3)n2)cc1 (centres undefined) | -1 | 2

Already shown: an excerpt of the list.
SMILES | Wnt bcat act | NSD2 HMT inh
Oc1ccc2ccccc2c1CNc1ccc(Br)cc1 | 1 | 0
CCOc1ccc(-c2cc(C(=O)Nc3ccc(C)c(NS(C)(=O)=O)c3)[nH]n2)c(C)c1 | -8 | 0
CC(=O)Nc1cc(-c2cccc(C(=O)N(C)C)c2)cn2c(-c3cccc(C(=O)N(C)C)c3)cnc12 | -1 | 4
Cc1cc(N2CCN(C(=O)OC(C)(C)C)C[C@H]2C)ccc1N1CCS(=O)(=O)CC1 | -2 | 2
CN(C)c1ccc(-c2ccnc3c2CC(C)(C(=O)NCC2CC2)O3)cc1 (centres undefined) | -1 | 9
COc1ccc(CC(N)c2csc(Nc3cnccn3)n2)cc1 (centres undefined) | -1 | 2

Continuation:
SMILES | Wnt bcat act | NSD2 HMT inh
CCC(C)NC(=O)c1cc(Sc2nnc(C)s2)nc2ccccc12 (centres undefined) | 0 | 1
OC(c1ccc(F)cc1)c1nc(-c2csc3ccccc23)cs1 (centres undefined) | 5 | -2
COc1ccc(CN2C[C@@H](CO)O[C@@H](n3cnc4c(N5CCOCC5)ncnc43)C2)cc1 | -7 | 2
Cc1ccc(NC(=O)c2cc(-c3cc(Cl)ccc3C)n[nH]2)cc1NS(C)(=O)=O | -2 | 0
Cc1cccnc1C(NC(=O)C1CCN(CCCc2ccccc2)CC1)c1ccc(F)cc1 (centres undefined) | -1 | 1
O=C(NCc1cccnc1)c1cc(C2CCCCN2S(=O)(=O)c2ccc(F)cc2F)on1 (centres undefined) | -1 | 1
CN(C)CCNC(=O)c1cccc(-c2cnc3c(NC=O)cc(-c4cccc(C(F)(F)F)c4)cn23)c1 | -22 | 5
COc1ccccc1CNC(=O)c1ccc2nc(C)c(N(C)Cc3ccc(NC(C)=O)cc3)n2c1 | -4 | 2
COc1cc(NCC2COc3c(ccc(OC)c3OC)C2=O)c([N+](=O)[O-])cc1OC (centres undefined) | -1 | 4
COc1ccc2cc(CN(Cc3cccnc3)Cc3nnnn3Cc3ccccc3)c(=O)[nH]c2c1 | -3 | 0
CC(=O)C1=C(O)C(=O)N(c2cccnc2)C1c1ccc([N+](=O)[O-])cc1 (centres undefined) | -2 | -1
CN1C(=O)C(Br)(Br)CC1c1cccnc1 (centres undefined) | 0 | -1
COc1cccc(C(NC(C)=O)c2nc(-c3ccncc3)cs2)c1 (centres undefined) | -2 | 1
COCCN1C[C@@H](CO)O[C@@H](n2cnc3c(NCCCO)ncnc32)C1 | -2 | -3
Nc1nc(=O)n(C2CCC(CO)O2)cc1F (centres undefined) | -2 | -3
Cc1nnsc1C(=O)N1CCCC1(C)C(=O)O (centres undefined) | 0 | -3
CC(C)S(=O)(=O)N1CCCC(c2cc(C(=O)NCc3ccccc3)no2)C1 (centres undefined) | -1 | 0
CN(C)c1ccc(CC(=O)N2CCCCC2c2cc(C(=O)Nc3cccc4c3CCCC4)no2)cc1 (centres undefined) | -2 | -2
CCN(CC)C(=O)c1cccc(-c2csc(C(NC(C)=O)c3ccccc3)n2)c1 (centres undefined) | -1 | 0
C=C(C)Cn1c2ccc(NC(=O)NCC)cc2c(=O)n1C | 1 | 28

Fetched one by one from above (3):
SMILES | Wnt bcat act | NSD2 HMT inh
CCC(C)NC(=O)c1cc(Sc2nnc(C)s2)nc2ccccc12 (centres undefined) | 0 | 1
Nc1nc(=O)n(C2CCC(CO)O2)cc1F (centres undefined) | -2 | -3
COc1cc(NCC2COc3c(ccc(OC)c3OC)C2=O)c([N+](=O)[O-])cc1OC (centres undefined) | -1 | 4

Other results
SMILES | Wnt bcat act | NSD2 HMT inh
O=C1CC(O)C(Cc2ccccc2)N1 (centres undefined) | 5 | 9
CC1(C(=O)O)CCCN(C(=O)c2ccc(OC(F)F)cc2)C1 (centres undefined) | -2 | -5
CC(C)c1cc(Cn2c3ccccc3c(=O)n2C(C)Cn2cc(CCc3ccccc3)nn2)on1 (centres undefined) | 0 | -1
O=[N+]([O-])c1ccccc1CN1CCN(Cc2c[nH]c3ccccc23)CC1 | -6 | 15
O=C(NCC1CCOCC1)c1ccc(-c2ccc(F)c(F)c2)c2ccoc12 | -3 | 0
COc1cc(CNC(=O)c2cc(-c3ccc(F)cc3C)n[nH]2)cc(OC)c1 | -1 | -2
O=C(O)CC1NC(=O)N(c2ccccc2)C1=O (centres undefined) | 0 | 10
CCCC(=O)N1CCC1(C)C(=O)Nc1ccc2c(c1)OCCO2 (centres undefined) | -2 | -3
CSCCC(NS(=O)(=O)Cc1ccccc1)C(=O)NNc1ccccc1 (centres undefined) | 2 | 2
CCCCN(C=O)c1c(CC)nc2c(OCCC)cccn12 | -1 | 0
CC1(C(=O)Nc2ccc3c(c2)OCO3)Cc2c(-c3cccc(C(F)(F)F)c3)ccnc2O1 (centres undefined) | 0 | -2
CC(C)Oc1ccc(CN2CCC2(C)C(=O)Nc2cccc(Oc3ccccc3)c2)cc1 (centres undefined) | -3 | -3
O=C(Nc1ccccc1Cl)c1cc(C2CCCCN2C(=O)CCCc2ccccc2)on1 (centres undefined) | -3 | 9
CC1(Cc2ccc(Cl)c(Cl)c2)C(=O)Nc2ccc(S(=O)(=O)NC3CCCCC3)cc21 (centres undefined) | -1 | -2
CN1CCC(C)(C(=O)Nc2cccc(Oc3ccccc3)c2)C1 (centres undefined) | -1 | 0
CCCc1c(-c2ccc(F)cc2F)ncn1Cc1cccc(-c2ccccc2)c1 | -2 | 0
Cc1cccc(OCC(=O)N=Nc2c(O)[nH]c3ccc([N+](=O)[O-])cc23)c1 | -1 | 1
COc1cccc(CNc2nc(NCc3ccccc3OC)nc3ccsc23)c1 | -1 | -8
CC(C)NC(=O)c1cc(C2CCCCN2C(=O)c2ccc(C#N)cc2)on1 (centres undefined) | -3 | -1
C=C(C)Cn1c2ccc(NC(=O)CCc3cccc(Cl)c3)cc2c(=O)n1C | -2 | 8
CC(=O)NC(C)(c1ccccc1)c1nc(-c2ccncc2)cs1 (centres undefined) | 0 | -1
CCCC(=O)N1CCC1(C)C(=O)Nc1cc(C)ccc1C (centres undefined) | -1 | -1
O=C(Cc1ccccc1F)Nc1cc(S(=O)(=O)N2CCOCC2)ccc1N1CCCC1 | -5 | 0
CC1(C(=O)NS(=O)(=O)c2ccc(F)cc2F)CCN1C(=O)Cc1ccccc1 (centres undefined) | -2 | 3
CCN(CC)C(=O)c1ccc2nc([C@@H]3O[C@H](CO)[C@H](O)[C@H](O)[C@H]3O)[nH]c2c1 | -1 | -2
COc1cc(-c2cnc3c(NC=O)cc(-c4ccc(N5CCN(C)CC5)cc4)cn23)cc(OC)c1OC | 1 | 10
CCCc1cc(-c2[nH]ncc2-c2ccc3c(c2)OCCCO3)c(O)cc1OC | -11 | 3
O=C(COC(=O)/C=C/c1cccc(Br)c1)Nc1ccc(Cl)cn1 | -1 | -3
Cc1nc(C(F)(F)F)ccc1C(=O)N1CCCC1(C)C(=O)NCC(C)C (centres undefined) | -3 | 1
O=C(NCc1ccc(C(F)(F)F)cc1)c1cccc2c(-c3ccc(F)c(F)c3)coc12 | 0 | 0
Cc1ccccc1Cn1c(C)c(C(=O)NCC(C)C)sc1=O | -1 | 2
Cc1ccc(NC(=O)C2c3ccccc3-c3ccccc32)cc1 | -1 | -1
CCCS(=O)(=O)NC(=O)C1(C)CCCN(C(=O)c2cccc3ccccc23)C1 (centres undefined) | -1 | 0
COc1ccc(CCNC(=O)CCCn2c(=S)[nH]c3cc4c(cc3c2=O)OCO4)cc1OC | -1 | -1
CC1(C(=O)NS(=O)(=O)C2CC2)CCCN(C(=O)c2ccc3ccccc3c2)C1 (centres undefined) | 0 | 5
COC(=O)C1=C(C)NC(C)=C(C(=O)OC)C(N2C(=O)CCC2=O)C1 (centres undefined) | -2 | 2
Cc1[nH][nH]c(=O)c1N=Nc1ccccc1C#N | 3 | 3
COc1ccc(NC(=O)C2(C)Cc3c(-c4ccccc4)ccnc3O2)cc1OC (centres undefined) | -6 | 1
COc1cc(CN2C[C@@H](CO)O[C@@H](n3cnc4c(NCc5ccco5)ncnc43)C2)cc(OC)c1OC | 0 | 0
COc1cc(NC(=O)c2ccc(-c3c(C)noc3C)c3ccoc23)cc(OC)c1OC | 4 | 0
O=C1NCCN1CCNc1nc(NCC2CC2)nc2cc(-c3ccccc3)sc12 | -4 | 23
CC(=NNc1cc(C)c2ccccc2n1)c1ccccn1 | -9 | 10
Cn1c(=O)c2cc(NC(=O)Cc3ccccc3F)ccc2n1-c1ccc(C(C)(C)C)cc1 | -6 | 0
O=C(Nc1ccc(Cl)cc1)OCC12COCN1COC2 | -2 | 0
O=c1[nH]c2cc(O)ccc2c2ccccc12 | -5 | 0
O=C(CSc1nnc2ccc(-c3ccccn3)nn12)Nc1ccc(F)cc1 | -16 | -1
CN1CCN(c2ccc(-c3cccc4nccn34)cn2)CC1 | -5 | 6
CCCCc1ccc(S(=O)(=O)NC(=O)C2(C)CCN2C(=O)c2ccccc2)cc1 (centres undefined) | 1 | 23
COc1cccc(C(NC(=O)C2CCN(CCCOc3ccccc3)CC2)c2ccccn2)c1 (centres undefined) | -2 | 5
CN(C)c1ccc(-c2csc(C(C)(O)c3cccc(F)c3)n2)cc1 (centres undefined) | -5 | 5
COc1ccc(-c2ccc(C(=O)Nc3cccc(C(C)=O)c3)c3occc23)c(C)c1 | 1 | -2
Cn1c(NCc2ccccc2F)nc2cc(-c3cccc(C(F)(F)F)c3)sc2c1=O | 1 | -4
CCOc1ccc(NC(=O)CC)cc1 | -1 | -2
CCCCNC(=O)C1(C)CCCCN1Cc1ccccc1-c1ccccc1 (centres undefined) | -2 | -1
COc1cccc(-c2cnc(C(O)c3ccc(C)cc3)[nH]2)c1 (centres undefined) | 3 | 3
COc1ccc(Cl)cc1CC1(C)C(=O)Nc2ccc(S(=O)(=O)NC3CCCCC3)cc21 (centres undefined) | -1 | 3
COC(=O)C1=C(C)N(C)C(=NCc2ccc(C(F)(F)F)cc2)NC1c1ccc(C(F)(F)F)cc1 (centres undefined) | 20 | -1
Cc1ccc(S(=O)(=O)N2[C@H](CC(=O)c3ccc(F)cc3)OC[C@@H]2C(C)C)cc1 | -1 | 8
COC(=O)c1cc2c(c3c4ccccc4n(S(=O)(=O)c4ccccc4)c13)C(=O)N(Cc1ccco1)C2 | -1 | -1
OC[C@@H]1CN(Cc2ccc(F)cc2)C[C@H](n2cnc3c(NC4CCCC4)ncnc32)O1 | -3 | 17

These rows are one share of the data; count on the stated rates, not on these rows.
